LDHA inh = blocks human lactate dehydrogenase A; 480,000 compounds, 0.15% hits; activity change, % (values are at about 110 or 230 µM); purified LDHA, NADH/diaphorase-resazurin fluorescence; stronger effect = lower value; P00338; in the data active means activity change below about -30%; inconclusive means mostly about -25% to -30%;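 further: plate controls were DMSO wells for no effect and wells without enzyme for full effect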
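Human LDH5 at 2 nM final in Tris HCl pH 7.4 with 0.06 mM NADH and 0.2 mM pyruvate, reacted 5 minutes at room temperature. Remaining NADH coupled via diaphorase/resazurin; resorufin fluorescence read at 0 and 20 minutes, normalized to enzyme-free and DMSO wells.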
POLK inh = DNA polymerase kappa (human) inhibition; Potency, µM (titrated, usually from 107 µM), without a hit: top-dose activity, negative = inhibition, actives largely listed as inhibitors; purified Pol kappa, fluorescent DNA synthesis assay, 10 min; 400,000 compounds, 0.53% hits; Q9UBT6; further: potency means the concentration at half of the fitted maximal effect; on the % scale 0 is the no-effect control and ±100 the full control effect
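10 nM Pol kappa preincubated 15 min at room temperature with compounds, then reaction started with substrate at 50 nM final. Fluorescence read kinetically at 0 and 10 min; buffer-only wells served as negative control.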
Anesthetic bind = binds horse apoferritin like a general anesthetic; P02791; 350,000 compounds, 0.074% hits; Potency, µM (doses to about 77.5 µM), without a hit: at the highest dose activity change, negative = displacement, actives largely listed as inhibitors; apoferritin/1-aminoanthracene competitive binding, fluorescence; further: potency means the concentration at half of the fitted maximal effect; on the % scale 0 is the no-effect control and ±100 the full control effect; nearly all actives have a fitted effect of over 20% in size
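In PBS, apoferritin at 10 uM is loaded with 1-AMA from a 50% saturated solution. After 10 min of compound exposure at ambient temperature, reduced 535 nm fluorescence indicates probe displacement.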
APEX1 inh = APE1 (human) endonuclease inhibition. P27695. recombinant APE1, TAMRA/BHQ-2 abasic DNA cleavage fluorescence. 350,000 compounds, 0.35% hits. Potency, µM (titrated, usually from 65.8 µM), for the others: at the top dose activity change, negative = inhibition, most hits filed as inhibitors;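 further: potency means the concentration at half of the fitted maximal effect; plate controls were vehicle for no effect and reference inhibitor for full effect; nearly all actives have a fitted effect of over 55% in size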
Target sequence (P27695 whole entry, looked up): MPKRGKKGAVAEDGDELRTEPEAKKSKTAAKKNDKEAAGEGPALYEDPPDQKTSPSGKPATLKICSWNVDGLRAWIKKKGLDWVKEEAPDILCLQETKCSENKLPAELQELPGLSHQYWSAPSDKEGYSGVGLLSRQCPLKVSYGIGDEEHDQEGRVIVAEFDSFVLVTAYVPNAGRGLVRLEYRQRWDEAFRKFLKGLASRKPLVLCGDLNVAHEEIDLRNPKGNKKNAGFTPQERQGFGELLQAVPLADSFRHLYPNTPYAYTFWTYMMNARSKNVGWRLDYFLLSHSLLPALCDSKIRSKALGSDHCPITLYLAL
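0.75 nM APE1 + cpd, 15 min RT; start w/ 50 nM TAMRA/BHQ-2 THF-abasic dsDNA; kinetic fluor 525/598 nm ×3 reads @60 s; Δ(read3−read1); normalized to DMSO and NSC13755 control wells.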
ALOX12 inh = blocks human arachidonate 12S-lipoxygenase; purified 12hLO, xylenol orange hydroperoxide absorbance; Potency, µM (highest dose often 108 µM), without a hit: at the top dose activity change, negative = inhibition, actives largely listed as inhibitors; 580,000 compounds, 1.1% hits; further: potency means the concentration at half of the fitted maximal effect; on the % scale 0 is the no-effect control and ±100 the full control effect
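Hydroperoxide product was detected by ferrous iron/xylenol orange as the 573 to 405 nm absorbance ratio. Arachidonic acid at 40 uM (final) was turned over for 30 min at room temperature by 150 nM human 12hLO, pH 7.0 Hepes buffer, after 15 min compound preincubation.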
Pol beta inh = blocks human DNA polymerase beta activity. P06746. Pol beta primer extension/strand displacement, fluorescence kinetic. Potency, µM (doses to about 114 µM), for the others: top-dose activity change, negative = inhibition, hits mostly inhibitors. 340,000 compounds, 1.3% hits; further: potency means the concentration at half of the fitted maximal effect; on the % scale 0 is the no-effect control and ±100 the full control effect
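Reaction started by 50 nM substrate onto compound-treated Pol beta (10 nM, 15 min preincubation, room temperature); plates read at 0 min and 10 min. Normalized concentration-effect data fitted by four-parameter Hill equation.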
RGS4 inhibitor = human RGS4 inhibition. Transcreener GDP fluorescence polarization, RGS4-accelerated GTP hydrolysis. Potency, µM (titrated, usually from 114 µM), for inactives: at the highest dose activity change, negative = inhibition, hits mostly inhibitors. 390,000 compounds, 0.039% hits; further: potency means the concentration at half of the fitted maximal effect; on the % scale 0 is the no-effect control and ±100 the full control effect; nearly all actives have a fitted effect of over 75% in size; some results filed as inactive show a strong effect at the top dose
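MLSMR compounds (23 nl, pin-transferred) preincubated 10 min at room temperature with a 500nM (2x) first reagent, then RGS4 at 900nM (2x) plus Transcreener GDP mix added; fluorescence polarization (620/688 nm) read before and after 90 min at 30 °C.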
ERG-DNA inh = ERG Ets/DNA interaction inhibition | fluorescence polarization, His-ERG Ets domain / labelled DNA | 370,000 compounds, 0.028% hits | Potency, µM (doses to about 76.9 µM), inactives show top-dose FP activity, negative = inhibition, actives largely listed as inhibitors | P11308; active means well fitted inhibition curve with a large enough effect in the polarisation, with a control signal flat; inconclusive means small, poorly fitted or top-dose-only effect, or effect the other way, or a change in a side signal; inactive means no such curve, though single readings can be large or run the other way; the % refers to the polarisation;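 further: polarization taken with two DNA probes labelled with fluorescein and Texas red; potency means the concentration at half of the fitted maximal effect; % of control where 0% means no effect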
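His-tagged ERG Ets domain (1 uM in the protein solution; 300mM KCl, 50mM Tris-HCl, 1mM EDTA, 1mM DTT, pH 7.5) received compound, then a probe mix of 5 nM fluorescein-DNA and 100nM Texas-615-DNA. Fluorescence polarization was read for both dyes.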
POLH inh = DNA polymerase eta (human) inhibition | recombinant Pol eta, fluorescent DNA replication assay | Potency, µM (doses to about 114 µM), for inactives: top-dose activity change, negative = inhibition, usual class: inhibitors | 390,000 compounds, 1.2% hits | Q9Y253 | AID 588591; further: potency means the concentration at half of the fitted maximal effect; on the % scale 0 is the no-effect control and ±100 the full control effect
Target sequence (Q9Y253 whole entry, looked up): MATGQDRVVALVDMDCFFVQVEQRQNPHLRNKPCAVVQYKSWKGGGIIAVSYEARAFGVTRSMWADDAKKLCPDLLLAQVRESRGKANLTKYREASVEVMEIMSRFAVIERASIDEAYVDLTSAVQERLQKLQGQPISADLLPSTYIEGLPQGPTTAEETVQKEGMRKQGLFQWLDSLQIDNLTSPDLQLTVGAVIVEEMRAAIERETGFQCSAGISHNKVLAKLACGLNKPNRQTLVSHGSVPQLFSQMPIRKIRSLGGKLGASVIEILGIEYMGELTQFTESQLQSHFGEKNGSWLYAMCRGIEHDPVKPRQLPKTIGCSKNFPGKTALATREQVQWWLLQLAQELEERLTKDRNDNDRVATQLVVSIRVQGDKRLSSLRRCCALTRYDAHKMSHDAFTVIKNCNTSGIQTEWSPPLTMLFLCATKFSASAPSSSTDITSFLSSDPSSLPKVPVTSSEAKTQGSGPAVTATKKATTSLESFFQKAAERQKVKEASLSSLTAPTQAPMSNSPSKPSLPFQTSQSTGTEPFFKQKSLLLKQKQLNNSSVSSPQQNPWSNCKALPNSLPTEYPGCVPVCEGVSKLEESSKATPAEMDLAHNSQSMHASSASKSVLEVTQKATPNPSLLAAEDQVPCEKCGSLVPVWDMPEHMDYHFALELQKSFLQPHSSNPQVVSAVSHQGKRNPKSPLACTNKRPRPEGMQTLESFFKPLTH
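Pol eta at 10 nM preincubated with compounds 15 min at room temperature; reaction started with fluorescent substrate (50 nM final) and read kinetically at 0 and 10 min.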
The depositor's hits bear a star; i = inactive; ? = inconclusive; . = no result given; & = joins results of further samples; [ ] = dose if it differs, or a comment. Unless noted, the call rests on the fitted dose curve; in most records, active means well fitted curve in the direction sought with a large enough effect; inconclusive means small, poorly fitted or top-dose-only effect, or another doubt; inactive means no such curve, though single readings can be large; an effect the other way counts as inactive or inconclusive. The list is partial; rates above refer to the full screens.

SMILES,LDHA inh,POLK inh,Anesthetic bind,APEX1 inh,ALOX12 inh,Pol beta inh,RGS4 inhibitor,ERG-DNA inh,POLH inh
CC(=O)Nc1ccc(NC(=O)C2CCCN2/C=C/C(=O)C(F)(F)F)cc1 (centres undefined),-10,1%,-7%,-3%,-9%,-18%,9%,-4%,-10%
CCCC[C@H]1COCCS(=O)(=O)N1Cc1cccc([N+](=O)[O-])c1,1,-3%&-9%,-18%,17%,1%,7%,15%,5%,-4%
CC(C)(CNS(=O)(=O)c1ccc2ccccc2c1)N1CCOCC1,0,-4%,.,-7%,159%[activator],.,-33%,3%,-19%
CCOC(=O)CCS(=O)(=O)c1ccc(-c2ccc(S(=O)(=O)CCC(=O)OCC)cc2)cc1,-9,5%,-5%,9%,17%,6%,-6%,.,-10%
CCCn1c(C(O)c2ccc(OCC)cc2)nc2ccccc21 (centres undefined),-1,-6%,-11%,-3%,9%[57.4 µM],2%,-8%,0%,-7%
O=C(N/N=C/c1ccccn1)c1cccc(NC(=O)c2ccccc2Cl)c1,-2,-7%,-10%,15%,0%,4%,-20%,2%,-3%
O=C(O)C1CCN(C(=O)COc2ccc3c4c(c(=O)oc3c2)CCCC4)CC1,-6,0%,-7%,24%,5%,18%,13%,-2%,-8%
O=c1c2ccccc2c(/C=N/n2cnnc2)c(O)n1-c1ccccc1,3,2%,163%[activator],-3%,-11%,15%,-28%,-15%,-1%

Molecules listed so far containing nitrogen in an aromatic ring, in the order listed:
SMILES,LDHA inh,POLK inh,Anesthetic bind,APEX1 inh,ALOX12 inh,Pol beta inh,RGS4 inhibitor,ERG-DNA inh,POLH inh
CCCn1c(C(O)c2ccc(OCC)cc2)nc2ccccc21 (centres undefined),-1,-6%,-11%,-3%,9%[57.4 µM],2%,-8%,0%,-7%
O=C(N/N=C/c1ccccn1)c1cccc(NC(=O)c2ccccc2Cl)c1,-2,-7%,-10%,15%,0%,4%,-20%,2%,-3%
O=c1c2ccccc2c(/C=N/n2cnnc2)c(O)n1-c1ccccc1,3,2%,163%[activator],-3%,-11%,15%,-28%,-15%,-1%

Continuation:
SMILES,LDHA inh,POLK inh,Anesthetic bind,APEX1 inh,ALOX12 inh,Pol beta inh,RGS4 inhibitor,ERG-DNA inh,POLH inh
CCn1nc(NC(C)=O)c2cc3ccc(C)cc3nc21,1,-10%,48%[activator],17%,-9%,-6%,-14%,6%,0%
CCN(CC)S(=O)(=O)c1cc(C(=O)NC2CCCCC2)ccc1C,4,-2%,-17%,-3%,0%,3%,-9%,-2%,-10%
CC1CN(CC(O)COc2ccc(C(=O)c3ccccc3)cc2)CC(C)O1 (centres undefined),-3,-2%,1%,2%,0%[57.4 µM],8%,-8%,2%,-7%
CCN(CC)S(=O)(=O)c1ccc(N2CCCCC2)c(NC(=O)/C=C/c2ccc(OC)c(OC)c2)c1,-4,-10%,2%,-12%,-25%,7%,-9%,-5%,-21%
CCCCCN(C(=O)NC(=O)Nc1ccccc1OC)S(C)(=O)=O,4,12%,-15%,4%,15%,3%,13%,3%,-11%
COCCNC(=S)N/N=C/c1ccc(-c2ccc([N+](=O)[O-])cc2)o1,-1,4%,-11%,-11%,?,-1%,?,-11%,-12%
Clc1ccc2c(c1)-c1nnc(Br)n1-c1ccccc1S2,-6,1%,-2%,0%,0%,0%,6%,-5%,-8%
Cc1ccc(NC(=O)c2c3c(nc4ccccc24)CCC3)cc1,-2,2%,-11%,-4%,-17%,2%,6%,-15%,0%
Cc1ccc(/C=C/C(=O)NC(=S)N2CCN(c3ccc(F)cc3)CC2)cc1,-7,-5%,-3%,-2%,307%[activator],-3%,12%,-1%,-9%
CCSC1=NCCN1C(=O)C(C)(C)Oc1ccc(Cl)cc1,-1,-13%,-14%,2%,-25%,31%,6%,19%,0%
COc1ccccc1CC(=O)NCCCc1ccccc1,-7,-5%,?,39%,13%,1%,-3%,3%,-2%
Cc1ccccc1OCC(=O)OCC(=O)NCCNC(=O)COC(=O)COc1ccccc1C,-7,-6%,.,42%[activator],-1%,.,-11%,-3%,-3%
Cc1ccc(/C=N/NC(=O)c2ccc(OC3CCCC3)cc2)o1,-10,0%,?,-2%,26%,8%,-3%,18%,-21%
CCNC(=S)Nc1cc(-c2ccc(Cl)cc2)[nH]n1,-6,-8%,-19%,13%,5.6µM*,-4%,0%,0%,-8%
Cc1ccn2c(CNCC3OCCc4ccccc43)c(C(=O)N3CCCCCC3)nc2c1 (centres undefined),-3,-2%,-5%,-7%,3%,?,-12%,-14%,-18%
Cc1ccc(CNC(=O)[C@@H](NC(=O)Cc2ccccc2)C(C)C)cc1,-1,1%,0%,74%[activator],-8%,10%,5%,1%,-14%
NC(=O)C1C(c2ccccc2)=C1c1ccccc1,-2,1%,-11%,2%,0%,-12%,3%,-2%,0%
CCCCOc1ccc(C(=O)Nc2ccc3c(c2)CCCN3S(=O)(=O)c2ccc(C)cc2)cc1,-10,-7%[60.1 µM],61%[activator],.,-14%,22%,25%,-1%,-19%
COc1ccccc1CNC(=O)COC(=O)C1=COCCO1,3,0%,-8%,1%,0%,28%,-8%,1%,-2%
FC(F)(F)c1ccnc(NCc2ccco2)n1,-13,-11%,-15%,-5%,0%,3%,8%,-4%,-22%
CCOC(=O)C1CCCN(C(=O)COc2ccccc2F)C1 (centres undefined),-5,-5%,-19%,2%,2%,1%,-23%,0%,-13%
O=C(CCNC(=O)c1ccc(Br)cc1)Nc1nccs1,-2,-5%,2%,-1%,i,1%,-25%,-8%,-14%
COc1cc(C(=O)NC2=C(C#N)CCC2)cc(OC)c1OC,-2,-1%,-8%,?,11%,?,-1%,16%,-1%
CC(C)CC(=O)NCc1nc2cccnc2n1Cc1ccccc1,-5,-7%[60.1 µM],-12%,.,-11%,23%,-7%,-3%,-5%
CCC(=O)c1cccc2c1N=CC1=C(CC(C)(C)CC1=O)N2,0,-4%,-8%,0%,-27%,1%,1%,.,-10%
COc1cccc(CN2C(=O)N(c3ccc(C)cc3)C(=O)C2CC(=O)Nc2cc(OC)cc(OC)c2)c1 (centres undefined),7,-3%,-1%,.,-22%,4%,-12%,7%,-21%
Cc1cccc(N2C(=O)C(CC(=O)Nc3ccc(Cl)cc3)N(Cc3ccco3)C2=O)c1 (centres undefined),1,-11%,-17%,.,-54%,-8%,3%,4%,-15%
COc1ccc(C(=O)N2CCCN(C)CC2)c(OC)c1,-3,-1%,0%,-17%,13%,12%,18%,-1%,-16%
CCN(CC(=O)Nc1ccc(OC)cc1)CC(=O)Nc1ccc2c(c1)OCO2,-4,-10%,.,-4%,-8%,.,-10%,-5%,-9%
NC(=O)c1ccc(NC(=O)C#Cc2ccccc2)cc1,-12,-11%,-5%,51%[activator],-12%,1%,1%,1%,-9%
COc1ccc2c(c1)CC/C(=C\c1ccc(OC)c(Cn3cccn3)c1)C2=O,0,-11%,?,3%,-26%,2%,-2%,-1%,1%
Cc1ccc(NC(=O)Cn2c(=O)n(Cc3ccco3)c(=O)c3ccc(C(=O)NC4CCCC4)cc32)c(C)c1,-5,9%,1%,.,0%,27%,12%,-3%,-11%
O=C(NCc1ccncc1)C1COc2ccccc2O1 (centres undefined),-7,-11%,-12%,-4%,30%,2%,-9%,-10%,-12%
COc1ccc(CC(=O)NNC(=O)c2ccc(SCc3cc(F)ccc3F)c([N+](=O)[O-])c2)cc1,-7,-10%,?,16%,27%,0%,-13%,3%,-9%
Cc1nn(C)c(NC(=O)c2ccc(Cl)cc2)c1Cl,0,12%,-4%,54%[activator],-27%,11%,-10%,-13%,-16%
CCn1c(C(O)c2ccc3c(c2)OCO3)nc2ccccc21 (centres undefined),-9,8%,?,9%,0%,-1%,-39%,3%,-10%
CC(=O)c1cccc(NC(=O)Cc2cccs2)c1,-2,?,-14%,-11%,-28%,32µM*,-20%,-17%,?
CCCCNS(=O)(=O)CCNCc1ccco1,1,12%,.,34%,15%,.,-19%,23%,-11%
CCCCC(=O)NCc1nc2cccnc2n1Cc1ccc(OC)cc1,-1,-9%[60.1 µM],-16%,.,-10%,20%,-20%,0%,14%
CC(=O)Nc1ccc(S(=O)(=O)NC(=O)C23CC4CC(CC(C4)C2)C3)cc1,-2,-13%,-6%,2%,0%,?,-5%,1%,-5%
O=c1cc(-c2ccc(Br)cc2)[nH][nH]1,0,4%,-8%,7%,?,12%,-18%,22%,-5%
O=C(Nc1ccc(Br)cc1Cl)c1ccc2c(=O)n3c(nc2c1)CCC3,-7,-4%,.,-6%,-27%,.,-12%,5%,?
Cc1ccc(C)c(NC(=O)C2CCN(c3cc(C)nc4c(-c5ccc(Cl)cc5)c(C)nn34)CC2)c1,-3,-11%,4%,.,0%,-17%,-12%,-9%,-18%
COc1ccc(C(=O)NC(=O)CSc2nc3nc(C)cc(C)n3n2)cc1,-1,-16%,.,19%,?,.,-37%,3%,-13%
O=C(O)c1cc(NN=Nc2ccc(Br)cc2)cc([N+](=O)[O-])c1,-6,-6%,-7%,11%,?,?,1%,7%,-4%
CCC(=O)c1cc2c(cc1NC(=O)C(C)C)OCCO2,-2,-5%,-7%,-5%,0%,2%,10%,-16%,-14%

Bioassay records (PubChem)
